High-throughput results from PubChem.
HTT cytoprotect = qHTS Multiplex Assay to Identify Dual Action Probes in a Cell Model of Huntington: Cytoprotection (ATP) | Potency, µM (doses to about 56.4 µM), without a hit: cytoprotection (ATP increase), usual class: activators | hit rate 0.14% among 230,000 | PC12 HTT-Q103 induced, cytoprotection, ATP luminescence, 40 h;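 also: % of control where 0% means no effect; nearly all actives have a fitted effect of over 45% in size; toxic huntingtin expression switched on by the ecdysone agonist tebufenozide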
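PC12 cells stably carrying ecdysone-inducible Htt exon 1 (Q103)–GFP were induced with 100 nM tebufenozide (final) alongside library compounds in a dose series. Cytoprotection was scored as retained ATP by ATPlite luminescence.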
RECQ1 inh = qHTS Assay for Inhibitors of RecQ-Like Dna Helicase 1 (RECQ1); AID 2549, 2010; Potency, µM (titrated, usually from 57.3 µM), without a hit: at the highest dose activity, negative = inhibition, actives largely listed as inhibitors; RECQ1 DNA unwinding, red fluorescence kinetic read; ATP-dependent DNA helicase Q1 (Homo sapiens), P46063; hit rate 0.54% among 240,000;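 also: plate controls were vehicle for no effect and no enzyme for full effect; nearly all actives have a fitted effect of over 30% in size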
Target sequence (P46063 whole entry, looked up): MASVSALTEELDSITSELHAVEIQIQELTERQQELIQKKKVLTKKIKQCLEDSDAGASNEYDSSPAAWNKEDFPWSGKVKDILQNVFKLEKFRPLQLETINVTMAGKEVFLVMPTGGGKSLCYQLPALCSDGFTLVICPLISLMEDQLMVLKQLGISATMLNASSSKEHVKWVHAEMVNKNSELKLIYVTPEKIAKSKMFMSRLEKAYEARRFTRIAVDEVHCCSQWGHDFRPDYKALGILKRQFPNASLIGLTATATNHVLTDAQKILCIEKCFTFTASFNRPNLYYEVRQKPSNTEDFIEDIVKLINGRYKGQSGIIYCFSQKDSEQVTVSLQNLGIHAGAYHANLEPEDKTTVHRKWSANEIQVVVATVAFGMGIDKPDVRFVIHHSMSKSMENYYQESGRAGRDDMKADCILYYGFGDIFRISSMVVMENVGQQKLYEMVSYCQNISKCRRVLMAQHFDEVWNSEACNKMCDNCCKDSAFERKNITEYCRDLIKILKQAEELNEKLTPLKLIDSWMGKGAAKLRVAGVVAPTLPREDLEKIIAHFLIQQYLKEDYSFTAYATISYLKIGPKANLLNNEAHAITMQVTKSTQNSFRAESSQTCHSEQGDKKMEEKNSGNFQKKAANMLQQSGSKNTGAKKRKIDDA
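RECQ1T1 50 nM; forked duplex (20 bp + 30-nt ss tails) 200 nM, ATP 2 mM final; pH 8.0, 2 mM MgCl2, 2.5 ug/ml poly(dI-dC); 15 min compound preincubation; discontinuous kinetic read over 2 h at RT.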
Tau fluor counter = Counterscreen qHTS for Inhibitors of Tau Fibril Formation, Fluorescence Polarization; Potency, µM (doses to about 57.7 µM), without a hit: top-dose activity change, negative = decrease; tau K18 P301L Alexa594 fluorescence, heparin fibrillization; hit rate 0.93% among 280,000; also: % is scaled to controls: 0 for no effect and ±100 for the full control effect; nearly all actives have a fitted effect of over 55% in size
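Human tau K18 P301L (15 uM unlabeled, 0.24 uM Alexa 594-labeled) in 100 mM sodium acetate pH 7 with 20 uM heparin, 6 hr at 37 C. ThT 30 uM added, 1 hr ambient; Alexa 594 FP and total fluorescence read at 555/632 nm.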
L3MBTL1 inh = qHTS Assay for the Inhibitors of L3MBTL1. Potency, µM (series often up to 57.1 µM), for inactives: at the top dose activity, negative = inhibition, most hits filed as inhibitors. Lethal(3)malignant brain tumor-like protein 1 (Homo sapiens), Q9Y468. hit rate 0.66% among 230,000. AlphaScreen L3MBTL1–H3K9me1 peptide binding. AID 485360, 2010; also: % is scaled to controls: 0 for no effect and ±100 for the full control effect; nearly all actives have a fitted effect of over 60% in size
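First, the protein-peptide complex forms for 30 min at room temperature (L3MBTL1 50 nM, biotinylated H3K9me1 peptide 75 nM). Next, compounds are pin-transferred and incubated 30 min. Finally, AlphaScreen beads are added and read after 30 min.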
Tau FP inhib = qHTS for Inhibitors of Tau Fibril Formation, Fluorescence Polarization; Microtubule-associated protein tau (Homo sapiens), P10636; K18 P301L tau heparin fibrillization, Alexa594 FP, 6 h; Potency, µM (doses to about 57.7 µM), without a hit: at the highest dose activity, negative = inhibition, hits mostly inhibitors; hit rate 0.39% among 280,000; AID 1468, 2008; also: % is scaled to controls: 0 for no effect and ±100 for the full control effect; nearly all actives have a fitted effect of over 55% in size
Target sequence (P10636 561-689 P618L limits assumed): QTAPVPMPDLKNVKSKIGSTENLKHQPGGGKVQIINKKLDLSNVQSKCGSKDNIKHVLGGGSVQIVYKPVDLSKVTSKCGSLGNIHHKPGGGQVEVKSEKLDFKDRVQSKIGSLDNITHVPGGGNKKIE
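Read-out: fluorescence polarization of Alexa 594-labeled tau (0.24 uM), 555 nm excitation, 632 nm emission. Mixtures held 15 uM unlabeled K18 P301L, compound and 20 uM heparin, pH 7 acetate buffer, incubated 6 hr at 37 C.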
Tau ThT inhib = qHTS for Inhibitors of Tau Fibril Formation, Thioflavin T Binding | hit rate 2.1% among 270,000 | Microtubule-associated protein tau (Homo sapiens), P10636 | AID 1460, 2008 | Potency, µM (top dose mostly 57.4 µM), inactives show at the top dose activity, negative = inhibition, hits mostly inhibitors | recombinant tau K18 P301L (four-repeat tau fragment), heparin-induced fibrillization, ThT fluorescence; also: % is scaled to controls: 0 for no effect and ±100 for the full control effect; nearly all actives have a fitted effect of over 55% in size
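Heparin-induced fibrillization of the P301L-mutant K18 repeat-domain fragment of human tau was followed by ThT binding in quantitative high-throughput format.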
TexasRed fluor = Total Fluorescence Counterscreen for Inhibitors of the Interaction of Thyroid Hormone Receptor and Steroid Receptor Coregulator 2; Potency, µM (titrated, usually from 106 µM), for inactives: at the top dose fluorescence change, negative = quenching; TRb/SRC2 Texas Red total fluorescence interference; hit rate 0.29% among 280,000; active = well fitted curve in either direction with a large enough effect; inconclusive = small, poorly fitted or top-dose-only effect; also: % is scaled to controls: 0 for no effect and ±100 for the full control effect
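Human TRβ ligand-binding domain (0.6 uM) and Texas Red SRC2 peptide (20 nM) in Tris buffer with 1 uM T3 and 5% DMSO were incubated with pinned compound for 5 hr at ambient temperature. Total fluorescence was computed as S + 2P (555/632 nm).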
TRb SRC2 PPI = qHTS for Inhibitors of the Interaction of Thyroid Hormone Receptor and Steroid Receptor Coregulator 2. Thyroid hormone receptor beta (Homo sapiens), P10828. TRbeta-SRC2 peptide binding, fluorescence polarization; receptor liganded with 1 µM T3. Potency, µM (series often up to 106 µM), for inactives: at the highest dose activity change, negative = inhibition, hits mostly inhibitors. hit rate 0.065% among 280,000;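 also: plate controls were bound peptide for no effect and peptide without receptor for full effect; nearly all actives have a fitted effect of over 50% in size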
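Human TRb LBD (0.6 uM) plus Texas Red-labeled SRC2 peptide (20 nM), 1uM T3, 5% DMSO, 5 hr at ambient temperature. Decreased polarization (555/632 nm) flags inhibition; data normalized to free and bound peptide controls.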
Starred values were filed as active, the others as inactive; i = inactive; ? = inconclusive; . = not tested or not shown; [ ] = another dose, or the depositor's remark. Unless noted, calls follow the shape of the dose curve; as a rule, active = well fitted curve in the direction sought with a large enough effect; inconclusive = small, poorly fitted or top-dose-only effect, or another doubt; inactive = no such curve, though single readings can be large; an effect the other way counts as inactive or inconclusive. Potency is read from the fitted curve at half-maximal effect. This is a subset; the hit share may differ from the screen's.

Compound,HTT cytoprotect,RECQ1 inh,Tau fluor counter,L3MBTL1 inh,Tau FP inhib,Tau ThT inhib,TexasRed fluor,TRb SRC2 PPI
CN1CCN(NC(=O)c2cc([N+](=O)[O-])cc([N+](=O)[O-])c2)CC1,-4%,i,3%,5%,3%,4%,-1%,-1%
COC(=O)c1c(C)oc2ccc(N(C(=O)c3ccncc3)S(=O)(=O)c3cc(C)ccc3C)cc12,.,.,-17%,.,-4%,?,0%,1%
CC(C)CCN1CCN(Cc2cccn2-c2ccccn2)CC1CCO (configuration not stated),1%[10 µM],i,4%,-6%,-7%,3%,-2%,2%
CC(=O)N1CCOc2cc(S(=O)(=O)NCc3ccc(F)cc3)c(C)cc21,.,.,-3%,5%,6%,0%,1%,1%
Cc1cccc(-n2ncc3c(N4CCc5ccccc54)ncnc32)c1,-17%,-6%,-11%,.,10%,?,-4%,4%
CCc1nn(C(CC)C(=O)NCc2ccc(F)cc2)c(=O)c2cc3occc3n12 (configuration not stated),.,.,-8%,.,0%,-3%,-1%,-4%
COc1ccc(OC)c(Cc2nnc(CCC(=O)NCc3ccsc3)o2)c1,12%[10 µM],10%,-13%,3%,1%,-13%,-3%,7%
CSc1nnc2c(n1)OC(C)=Nc1ccccc1-2,11%,i,-3%,5%,-6%,-13%,-1%,2%
Cc1ccc(C)c(Nc2cc(C(=O)NCCCN(C)C3CCCCC3)c3ccccc3n2)c1,.,.,?,.,6%,?,-3%,-3%
CCCCCCCCOc1ccc(C2OC34CCCCC3C(C#N)(C#N)C2(C#N)C(=N)O4)cc1 (configuration not stated),-6%,-5%,-18%,-3%,-8%,?,5%,-19%
CC(C)(C)n1nnnc1CN(Cc1ccco1)Cc1cc2cc3c(cc2[nH]c1=O)OCO3,-9%[10 µM],1%,1%,-6%,0%,-2%,0%,1%
Nc1ccc2oc(-c3cccc(Br)c3)nc2c1,-22%,-4%,?,.,19%,?,-7%,-18%
CCCCCn1c(N2CCN(c3cccc(Cl)c3)CC2)nc2c1c(=O)[nH]c(=O)n2C,-4%[0.074 µM],-10%,-9%,-2%,2%,?,5%,5%
CC(C)c1ccc2oc(-c3ccc(NC(=O)c4cc5ccccc5o4)cc3)nc2c1,.,.,-18%,.,-16%,1%,6%,-1%
CCS/C(N)=N/N=C/c1cc(C)ccc1O,-82%[inhibitor],i,-25%,.,8%,?,-4%,1%
CCN(c1cccc(C)c1)S(=O)(=O)c1cccc(C(=O)O)c1,0%,i,-2%,.,-5%,-3%,2%,-11%
CC1=C(C(=O)OCC(Br)(Br)Br)C(c2ccc(Br)cc2)NC(=O)N1CCCC(=O)O (configuration not stated),.,-6%,-8%,9%,2%,-16%,-1%,2%
CCOC(=O)C1=C(C)NC(=S)NC1c1ccco1 (configuration not stated),11%[10 µM],-17%,-11%,-19%,-4%,-16%,-9%,-2%
CCOC(=O)c1c(O)c2ccccc2n(-c2ccccc2)c1=O,7%[1.9 µM],?,-4%,8%,-2%,-5%,0%,0%
O=C(c1ccc2c(c1)C(=O)N(CCCO)C2=O)c1ccc2c(c1)C(=O)N(CCCO)C2=O,-1%,-1%,3%,.,5%,3%,1%,4%
CC(Oc1ccc(-c2nccc(-c3ccccn3)n2)cc1)C(=O)NN (configuration not stated),-23%,-14%,3%,-6%,-3%,-4%,-4%,6%
Cn1c(SCC(=O)Nc2ccc(N3CCOCC3)c(Cl)c2)nnc1C(O)c1ccccc1 (configuration not stated),-7%[10 µM],-5%,4%,-7%,-2%,-4%,2%,-7%
COc1ccccc1NC(=O)C1=C(C)Nc2nc(-c3cccs3)nn2C1c1cccc(O)c1 (configuration not stated),-14%,-8%,?,-10%,-9%,-4%,2%,-10%
O=C(CSc1nnc(CCCN2C(=O)c3cccc4cccc(c34)C2=O)n1-c1ccccc1)N1CCCCC1,-7%[10 µM],-5%,-2%,-4%,0%,-8%,-6%,1%
CC(Nc1ccc(N2CCOCC2)cc1)C(=O)N1c2ccccc2CC1C (configuration not stated),9%[10 µM],-7%,?,-28%,-4%,?,-4%,2%

Compounds shown so far with a Cl atom:
Compound,HTT cytoprotect,RECQ1 inh,Tau fluor counter,L3MBTL1 inh,Tau FP inhib,Tau ThT inhib,TexasRed fluor,TRb SRC2 PPI
CCCCCn1c(N2CCN(c3cccc(Cl)c3)CC2)nc2c1c(=O)[nH]c(=O)n2C,-4%[0.074 µM],-10%,-9%,-2%,2%,?,5%,5%
Cn1c(SCC(=O)Nc2ccc(N3CCOCC3)c(Cl)c2)nnc1C(O)c1ccccc1 (configuration not stated),-7%[10 µM],-5%,4%,-7%,-2%,-4%,2%,-7%

An excerpt from above with just Tau ThT inhib:
canonical_smiles	Tau ThT inhib
COC(=O)c1c(C)oc2ccc(N(C(=O)c3ccncc3)S(=O)(=O)c3cc(C)ccc3C)cc12	?
CC(C)CCN1CCN(Cc2cccn2-c2ccccn2)CC1CCO (configuration not stated)	3%
CC(=O)N1CCOc2cc(S(=O)(=O)NCc3ccc(F)cc3)c(C)cc21	0%

Remaining list, next part.
Compound,HTT cytoprotect,RECQ1 inh,Tau fluor counter,L3MBTL1 inh,Tau FP inhib,Tau ThT inhib,TexasRed fluor,TRb SRC2 PPI
O=C(c1ccccn1)N1CCN(c2cccc(C(F)(F)F)c2)CC1,16%,i,-2%,-4%,-10%,-1%,-1%,-3%
Cc1cccc(C(=O)NNC(=O)C2CCCO2)c1 (configuration not stated),-7%,3%,-1%,-7%,-7%,-6%,-4%,-6%
Cc1sc2nc(CSCC(=O)N(CCC#N)c3ccccc3)[nH]c(=O)c2c1C,-30%,-6%,-3%,18%,-1%,-13%,2%,-4%
COc1ccc(C(=O)Sc2nncc3ccccc23)cc1,7%[10 µM],-13%,-6%,-5%,7%,-17%,0%,-5%
Cc1ccc(C(=O)COC(=O)c2cc(-c3ccc(Cl)cc3)nc3ccccc23)cc1,.,.,-11%,.,?,1%,6%,-9%
Cc1cc(NC(=O)CCc2ccccc2)c([N+](=O)[O-])cc1C,-12%[10 µM],-1%,-14%,-5%,?,-10%,-2%,-6%
O=[N+]([O-])c1cc(S(=O)(=O)N2CCCC2)ccc1SCCO,-32%,-3%,-4%,.,-2%,1%,-3%,-2%
COc1ccc(-c2ccc(C)cc2)cc1[C@H]1[C@@H]2C=CCC[C@@]2(C)C(=O)N1Cc1ccccc1,17%[10 µM],i,2%,.,-2%,-11%,-1%,-3%
COc1cccc(/C=N/Nc2nnc3c(n2)[nH]c2ccccc23)c1OC,-3%[10 µM],14%,-3%,.,-3%,.,-2%,0%
CC(C)(C)C(=O)N1CCN(c2ccc([N+](=O)[O-])c(NCC3CCCO3)c2)CC1 (configuration not stated),-27%,-13%,-14%,-4%,-1%,?,-7%,-8%
CCOC(=O)C1=C(O)/C(=C/c2cc(OC)c(OC)c(OC)c2)N=C1C,1%,-5%,-6%,6%,-2%,?,-4%,-7%
COc1ccc(-c2cc(-c3cc(OC)ccc3O)[nH]n2)cc1,-17%,-10%,16µM*[quencher],.,0%,?,-12%,12%
O=C(O)c1csc(Br)c1Br,-20%,-8%,2%,10%,-4%,6%,-1%,-1%
COC(=O)c1c(C(=O)OC)c(-c2cccc(C)c2)n2c1CS(=O)(=O)C2,-10%,-4%,-6%,.,1%,-5%,-1%,-8%
O=S(=O)(CCN1CCCCC1)Oc1ccc(Cl)cc1Cl,2%[10 µM],-2%,-11%,-3%,-1%,?,-2%,0%
C[n+]1ccc(CC2C(=[N+]([O-])[O-])C=Nc3ncnn32)cc1 (configuration not stated),1%,1%,2%,9%,1%,-9%,-4%,2%
COc1cc2c3c(c1OC)C1(C=CC(=NNC(N)=O)C=C1)CC3N(C(C)=O)CC2 (configuration not stated),-17%[10 µM],-8%,12%,9%,-2%,-6%,-1%,-2%
O=C(C1CCN(S(=O)(=O)c2ccc(Br)s2)CC1)N1CCN(c2ccc(F)cc2)CC1,.,.,-12%,.,15%,-12%,0%,2%
C=CCN1C(=O)CN=C1Nc1ccccc1,7%,i,1%,5%,3%,0%,0%,-4%
COc1ccc(Cc2nnc(NC(=O)c3ccco3)s2)cc1,-25%,20%,1%,-5%,-3%,7%,-3%,0%
CCc1nnc(NCC(=O)N2CCc3ccccc32)s1,22%,-9%,?,-4%,9%,-14%,6%,-9%
CCOC(=O)C1CCCN(CC(O)COc2cccc(C)c2)C1 (configuration not stated),.,1%,4%,-14%,-3%,4%,0%,-1%
CCn1cc(C(=O)O)c(=O)c2cc(OC)ccc21,0%,-11%,3%,2%,-3%,-3%,0%,3%
